Screening results (PubChem)
GSH fluor: GSH bead compound fluorescence profile; GSH beads flow cytometry, compound fluorescence 488/530 nm; active compounds read high; fluorescence (KMESF) at 10 µM; 190,000 tested, 0.25% active; AID 1776; in the data active = fluorescence above about 89;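 note: glutathione beads carrying GST-tagged Bcl family fusion proteins plus one bare bead set; values are compound well signal with DMSO vehicle wells as background; inactives centre near 16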
RGS8-Gao reg: regulators of human RGS8-Galphao interaction; response (percent of control binding), % at 10 µM; multiplexed bead flow cytometry, RGS8-Galphao binding; actives lie on both sides; P09471; 220,000 tested, 0.34% active; in the data active = response below about 60% or above about 140%; inactive = in between;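 note: Galphao activated as the GDP aluminium fluoride complex binding bead-coupled RGS8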
Target sequence (P09471 whole entry, looked up): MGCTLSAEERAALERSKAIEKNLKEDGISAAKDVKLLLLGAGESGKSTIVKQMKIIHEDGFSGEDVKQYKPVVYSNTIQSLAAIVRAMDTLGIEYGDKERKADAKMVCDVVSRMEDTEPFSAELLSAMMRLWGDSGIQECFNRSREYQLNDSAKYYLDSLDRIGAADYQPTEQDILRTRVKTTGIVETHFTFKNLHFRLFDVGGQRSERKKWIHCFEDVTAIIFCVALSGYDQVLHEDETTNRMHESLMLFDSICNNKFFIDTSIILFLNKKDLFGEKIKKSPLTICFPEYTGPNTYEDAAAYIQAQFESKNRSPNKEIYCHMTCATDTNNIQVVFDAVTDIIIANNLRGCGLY
Bim-Bfl-1: human Bim-Bfl-1 interaction inhibition; Q16548; Bead-based flow cytometry, Bim-Bfl-1 binding inhibition; inhibition, % at 10 µM; 190,000 tested, 0.12% active; AID 1008;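 note: 0% = wells without compound plus tracer and 100% = blocker peptide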
RGS7-Gao: modulates binding of RGS7 to human Galphao. Multiplexed bead flow cytometry; actives lie on both sides. binding response (% of control), % at 10 µM. P09471. 220,000 tested, 0.35% active. AID 1439; in the data active = binding response below about 49% or above about 150%; inconclusive = no clear call, values can overlap the other calls; inactive = in between;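 note: fluorescent Galphao held in activated GDP-AlF4 state binding bead-coupled RGS7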
Bim-Bcl-2: human Bim-Bcl-2 interaction inhibition; P10415; Bead-based flow cytometry, Bim peptide-Bcl-2 binding; inhibition, % at 10 µM; 190,000 tested, 0.06% active; AID 950; in the data active = inhibition above about 40%; inconclusive = no clear call, values can overlap the other calls;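 note: 0% = no compound wells with probe peptide and 100% = reference peptide inhibitor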
Target sequence (P10415 whole entry, looked up): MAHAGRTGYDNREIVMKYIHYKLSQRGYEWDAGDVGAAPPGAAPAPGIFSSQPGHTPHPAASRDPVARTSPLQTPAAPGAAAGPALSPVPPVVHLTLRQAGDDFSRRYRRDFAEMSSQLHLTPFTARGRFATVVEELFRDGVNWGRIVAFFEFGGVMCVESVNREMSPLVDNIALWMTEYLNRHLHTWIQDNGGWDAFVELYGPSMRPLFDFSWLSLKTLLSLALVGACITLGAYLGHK
Bim-Bcl-XL: human Bim-Bcl-XL interaction inhibition. Q07817. Bim peptide-Bcl-XL binding, bead flow cytometry, fluorescence. inhibition, % at 10 µM. 190,000 tested, 0.04% active. AID 1007
Target sequence (Q07817 whole entry, looked up): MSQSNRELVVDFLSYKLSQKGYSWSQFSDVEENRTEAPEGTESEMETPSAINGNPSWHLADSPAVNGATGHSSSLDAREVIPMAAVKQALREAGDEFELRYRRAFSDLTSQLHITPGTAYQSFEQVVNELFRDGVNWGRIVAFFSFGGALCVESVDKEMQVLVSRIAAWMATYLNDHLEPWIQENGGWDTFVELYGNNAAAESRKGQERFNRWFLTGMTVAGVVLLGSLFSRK
ABCB1 block: blocks JC-1 efflux by human ABCB1 transporter | P08183 | CCRF-Adr cells, flow cytometry | inhibition, % at 6.6 µM | 190,000 tested, 0.067% active | AID 1326; in the data active = inhibition above about 40%;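 note: 0% = vehicle and 100% = reference inhibitor; higher value means more JC-1 retained so stronger ABCB1 efflux block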
Bim-Bcl-W: inhibitors of Bim-Bcl-W interaction, human | 190,000 tested, 0.02% active | Q92843 | inhibition, % at 10 µM | bead-based flow cytometry, Bim peptide-Bcl-W binding;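 note: 0% = bound tracer without compound and 100% = peptide blocker; higher means less fluorescent Bim peptide bound to Bcl-W beads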
Bcl-B Bim block: disrupts Bim peptide binding to human Bcl-B; Q9HD36; bead-based flow cytometry; inhibition, % at 10 µM; 190,000 tested, 0.073% active;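 note: 0% = tracer peptide without compound and 100% = reference inhibitor peptide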
Target sequence (Q9HD36 whole entry, looked up): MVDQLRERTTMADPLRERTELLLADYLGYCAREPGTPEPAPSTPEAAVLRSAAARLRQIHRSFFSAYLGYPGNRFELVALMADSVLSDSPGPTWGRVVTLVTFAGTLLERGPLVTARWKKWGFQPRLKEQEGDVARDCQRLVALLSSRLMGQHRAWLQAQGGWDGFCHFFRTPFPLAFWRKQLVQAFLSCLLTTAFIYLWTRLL
ABCG2 block: blocks JC-1 efflux by human ABCG2 transporter | IgMXP3 cells, flow cytometry | inhibition, % at 6.6 µM | 190,000 tested, 0.1% active;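 active = inhibition above 80%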;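 note: 0% = DMSO and 100% = nicardipine control wells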
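System: two drug-resistant human cell lines, ABCG2 and ABCB1; controls: nicardipine high and DMSO low controls; times: 10 min exposure at 25 °C with rotation, no wash; detection: flow cytometry of retained JC-1 fluorescence; read-out basis: percent efflux inhibition, scaled nicardipine 100% to DMSO 0%; doses: one concentration, 6.6 µM final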
RGS4-Gao reg: modulates binding of RGS4 to human Galphao. P09471. Multiplexed bead flow cytometry; actives lie on both sides. binding response (% of control), % at 10 µM. 220,000 tested, 0.33% active. AID 1415; in the data active = binding response below about 49% or above about 150%; inactive = in between;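 note: fluorescent Galphao activated with aluminum fluoride binding bead-coupled RGS4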
Numbers without * were called inactive. Cut-off read from the data, not from the text of the source, unless noted: active = inhibition above about 40%.

Screening CCOCCCNC(=S)NCCCNc1nc2cc3c(cc2cc1C#N)OCO3 returned GSH fluor 15, RGS8-Gao reg 95, Bim-Bfl-1 0, RGS7-Gao 102, Bim-Bcl-2 -3, Bim-Bcl-XL -6, ABCB1 block 1.0, Bim-Bcl-W -4, Bcl-B Bim block -8, ABCG2 block 7 and RGS4-Gao reg 100.
`CNS(=O)(=O)c1cccc(C(=O)OCC(=O)Nc2ccc(N3CCCCC3)cc2)c1` gave GSH fluor 14, RGS8-Gao reg 101, Bim-Bfl-1 -3, RGS7-Gao inconclusive, Bim-Bcl-2 -3, Bim-Bcl-XL 0, ABCB1 block -0.5, Bim-Bcl-W 0, Bcl-B Bim block -2, ABCG2 block 6 and RGS4-Gao reg 100.
Screening C=CCNC(=S)Nc1cccc2[nH]ncc12 returned GSH fluor 13, RGS8-Gao reg 100, Bim-Bfl-1 5, RGS7-Gao inconclusive, Bim-Bcl-2 2, Bim-Bcl-XL -1, ABCB1 block -0.3, Bim-Bcl-W 0, Bcl-B Bim block -2, ABCG2 block 2 and RGS4-Gao reg 103.
For COc1ccnc(Oc2ccc(F)cc2)c1C(=O)N/C=N/OCc1c(Cl)cccc1Cl the results were GSH fluor 20, RGS8-Gao reg 100, Bim-Bfl-1 -3, RGS7-Gao 98, Bim-Bcl-2 0, Bim-Bcl-XL 0, ABCB1 block 1.3, Bim-Bcl-W 6, Bcl-B Bim block 0, ABCG2 block 4 and RGS4-Gao reg 102.
Screening CCOC(=O)c1cc(C(=O)OCC)cc(-n2cc(O)c(C(=O)OCC)n2)c1 returned GSH fluor 15, RGS8-Gao reg 99, Bim-Bfl-1 -3, RGS7-Gao 98, Bim-Bcl-2 -6, Bim-Bcl-XL -5, ABCB1 block 1.7, Bim-Bcl-W -4, Bcl-B Bim block 0, ABCG2 block 3 and RGS4-Gao reg 98.
For CC1=CC(C)(C)NC(=O)N1c1ccc(C)cc1 the results were GSH fluor 16, RGS8-Gao reg 97, Bim-Bfl-1 -5, RGS7-Gao 91, Bim-Bcl-2 -2, Bim-Bcl-XL -4, ABCB1 block 1.2, Bim-Bcl-W -1, Bcl-B Bim block -1, ABCG2 block 1 and RGS4-Gao reg 91.
O=C(CSc1nnc(-c2c[nH]c3ccccc23)o1)c1ccccc1 was read as GSH fluor 57, RGS8-Gao reg 100, Bim-Bfl-1 -6, RGS7-Gao 95, Bim-Bcl-2 0, Bim-Bcl-XL -4, ABCB1 block 0.5, Bim-Bcl-W 0, Bcl-B Bim block 0, ABCG2 block 2 and RGS4-Gao reg 97.
`CN(C)S(=O)(=O)Oc1ccccc1C(=O)Nc1ccc(F)cc1F` gave GSH fluor 14, RGS8-Gao reg 102, Bim-Bfl-1 -4, RGS7-Gao 101, Bim-Bcl-2 -1, Bim-Bcl-XL 0, ABCB1 block 0.1, Bim-Bcl-W 0, Bcl-B Bim block 0, ABCG2 block 1 and RGS4-Gao reg 103.
For CC(NC(=S)NCCc1ccccc1)C(c1cccs1)N1CCN(Cc2ccccc2)CC1 (configuration not stated) the results were GSH fluor 18, Bim-Bfl-1 -1, Bim-Bcl-2 -3, Bim-Bcl-XL -3, ABCB1 block 13, Bim-Bcl-W -3, Bcl-B Bim block -5 and ABCG2 block 8.
Screening COc1cccc(NC(=S)/C(=C(\[O-])c2ccc([N+](=O)[O-])cc2)[n+]2ccccc2)c1 returned GSH fluor 22, RGS8-Gao reg 111, Bim-Bfl-1 6, RGS7-Gao 118, Bim-Bcl-2 3, Bim-Bcl-XL -3, ABCB1 block 0.3, Bim-Bcl-W 5, Bcl-B Bim block -5, ABCG2 block 1 and RGS4-Gao reg 112.
Screening CCOC(=O)Nc1nnc(-c2ccc(OC)cc2)s1 returned GSH fluor 33, RGS8-Gao reg 99, Bim-Bfl-1 -14, RGS7-Gao 99, Bim-Bcl-2 -7, Bim-Bcl-XL -6, ABCB1 block 1.1, Bim-Bcl-W 2, Bcl-B Bim block -10, ABCG2 block 30 and RGS4-Gao reg 100.
Cc1ccc(Cn2ccc(=O)c(OCc3ccccc3)c2C)cc1 was read as GSH fluor 10, RGS8-Gao reg 98, Bim-Bfl-1 0, RGS7-Gao 93, Bim-Bcl-2 0, Bim-Bcl-XL -1, ABCB1 block 0.8, Bim-Bcl-W 0, Bcl-B Bim block -1, ABCG2 block 3 and RGS4-Gao reg 89.
CCCC(=O)Nc1ccc(C(=O)n2nnc3ccccc32)cc1 was read as GSH fluor 32, RGS8-Gao reg 95, Bim-Bfl-1 -9, RGS7-Gao 96, Bim-Bcl-2 -7, Bim-Bcl-XL -7, ABCB1 block 0.4, Bim-Bcl-W -4, Bcl-B Bim block -6, ABCG2 block 1 and RGS4-Gao reg 96.
For CCOC(=O)N1CCN(c2nc(C(F)(F)F)nc3c(C)cc(C)cc23)CC1 the results were GSH fluor 36, RGS8-Gao reg 101, Bim-Bfl-1 -18, RGS7-Gao 102, Bim-Bcl-2 -9, Bim-Bcl-XL -13, ABCB1 block 1.2, Bim-Bcl-W -1, Bcl-B Bim block -6, ABCG2 block 53 and RGS4-Gao reg 103.
CCC(C)NC(=O)/C(=C/c1ccco1)c1ccccc1 (configuration not stated) was read as GSH fluor 12, RGS8-Gao reg 103, Bim-Bfl-1 1, RGS7-Gao 101, Bim-Bcl-2 0, Bim-Bcl-XL 0, ABCB1 block 0.3, Bim-Bcl-W 0, Bcl-B Bim block -1, ABCG2 block 2 and RGS4-Gao reg 97.
`CS(=O)(=O)Nc1ccc(C2=NN(S(C)(=O)=O)C(c3cccs3)C2)cc1` (configuration not stated) gave GSH fluor 12, RGS8-Gao reg 102, Bim-Bfl-1 -4, RGS7-Gao 104, Bim-Bcl-2 1, Bim-Bcl-XL 0, ABCB1 block 0.7, Bim-Bcl-W 1, Bcl-B Bim block -1, ABCG2 block 8 and RGS4-Gao reg 99.
Screening C/C(N)=C(/C#N)C(=O)COC(=O)c1ccncc1 returned GSH fluor 70, RGS8-Gao reg 99, Bim-Bfl-1 -5, RGS7-Gao 99, Bim-Bcl-2 -1, Bim-Bcl-XL -2, ABCB1 block 0.3, Bim-Bcl-W 0, Bcl-B Bim block 0, ABCG2 block 1 and RGS4-Gao reg 99.
For CCn1c(CNC(=O)c2ccccc2F)nnc1SCC(=O)NC1CCCCC1C (configuration not stated) the results were GSH fluor 15, RGS8-Gao reg 100, Bim-Bfl-1 0, RGS7-Gao 108, Bim-Bcl-2 0, Bim-Bcl-XL -1, ABCB1 block 0.3, Bim-Bcl-W 1, Bcl-B Bim block -2, ABCG2 block 5 and RGS4-Gao reg 100.
CCCC(c1nnnn1CCOC)N1CCN(c2nc3ccccc3s2)CC1 (configuration not stated) was read as GSH fluor 11, RGS8-Gao reg 96, Bim-Bfl-1 4, RGS7-Gao 100, Bim-Bcl-2 2, Bim-Bcl-XL -1, ABCB1 block 0.8, Bim-Bcl-W -1, Bcl-B Bim block 1, ABCG2 block 3 and RGS4-Gao reg 96.
`Cc1c(N(C(=O)c2cc(=O)[nH]c3ccccc23)C(C)C)c(=O)n(-c2ccccc2)n1C` gave GSH fluor 28, RGS8-Gao reg 100, Bim-Bfl-1 -10, RGS7-Gao 102, Bim-Bcl-2 -6, Bim-Bcl-XL 7, ABCB1 block 0.6, Bim-Bcl-W 1, Bcl-B Bim block -6, ABCG2 block 2 and RGS4-Gao reg 99.
CCCCn1c(NC(=O)c2ccccc2)c(C#N)c2nc3ccccc3nc21 was read as GSH fluor 18, RGS8-Gao reg 96, Bim-Bfl-1 0, RGS7-Gao 109, Bim-Bcl-2 2, Bim-Bcl-XL 6, Bim-Bcl-W 0, Bcl-B Bim block -12 and RGS4-Gao reg 113.
`CCN1C(=O)CC(n2c(C)nc3ccccc32)C1=O` (configuration not stated) gave GSH fluor 9, RGS8-Gao reg 111, Bim-Bfl-1 2, RGS7-Gao 108, Bim-Bcl-2 0, Bim-Bcl-XL 0, ABCB1 block 0.0, Bim-Bcl-W 1, Bcl-B Bim block -1, ABCG2 block 0 and RGS4-Gao reg 112.
`COc1cccc(NC(=O)CN2CCN(c3ccc(F)cc3)CC2)c1` gave GSH fluor 7, RGS8-Gao reg 100, Bim-Bfl-1 0, RGS7-Gao 97, Bim-Bcl-2 1, Bim-Bcl-XL -3, ABCB1 block 0.2, Bim-Bcl-W 0, Bcl-B Bim block 0, ABCG2 block 1 and RGS4-Gao reg 93.
Screening CCn1c(-c2c(Cl)c(C)nn2C)n[nH]c1=S returned GSH fluor 9, RGS8-Gao reg 78, Bim-Bfl-1 0, RGS7-Gao 97, Bim-Bcl-2 0, Bim-Bcl-XL -4, ABCB1 block 0.5, Bim-Bcl-W -2, Bcl-B Bim block -16, ABCG2 block 1 and RGS4-Gao reg 95.
`CCOc1cc(C(=O)Nc2ccccc2N2CCN(S(C)(=O)=O)CC2)cc(OCC)c1OCC` gave GSH fluor 24, RGS8-Gao reg 101, Bim-Bfl-1 -2, RGS7-Gao 96, Bim-Bcl-2 -4, Bim-Bcl-XL -2, ABCB1 block 0.5, Bim-Bcl-W -2, Bcl-B Bim block 0, ABCG2 block 1 and RGS4-Gao reg 102.
Screening Cn1nnnc1SCC(=O)c1ccco1 returned GSH fluor 33, RGS8-Gao reg 99, Bim-Bfl-1 -9, RGS7-Gao 100, Bim-Bcl-2 -10, Bim-Bcl-XL -1, ABCB1 block -0.2, Bim-Bcl-W -1, Bcl-B Bim block -12, ABCG2 block -1 and RGS4-Gao reg 99.

Four entries already listed, sorted by heavy-atom count, highest first:
`Cc1c(N(C(=O)c2cc(=O)[nH]c3ccccc23)C(C)C)c(=O)n(-c2ccccc2)n1C` gave GSH fluor 28, RGS8-Gao reg 100, Bim-Bfl-1 -10, RGS7-Gao 102, Bim-Bcl-2 -6, Bim-Bcl-XL 7, ABCB1 block 0.6, Bim-Bcl-W 1, Bcl-B Bim block -6, ABCG2 block 2 and RGS4-Gao reg 99.
CCCCn1c(NC(=O)c2ccccc2)c(C#N)c2nc3ccccc3nc21 was read as GSH fluor 18, RGS8-Gao reg 96, Bim-Bfl-1 0, RGS7-Gao 109, Bim-Bcl-2 2, Bim-Bcl-XL 6, Bim-Bcl-W 0, Bcl-B Bim block -12 and RGS4-Gao reg 113.
`COc1cccc(NC(=O)CN2CCN(c3ccc(F)cc3)CC2)c1` gave GSH fluor 7, RGS8-Gao reg 100, Bim-Bfl-1 0, RGS7-Gao 97, Bim-Bcl-2 1, Bim-Bcl-XL -3, ABCB1 block 0.2, Bim-Bcl-W 0, Bcl-B Bim block 0, ABCG2 block 1 and RGS4-Gao reg 93.
Screening Cn1nnnc1SCC(=O)c1ccco1 returned GSH fluor 33, RGS8-Gao reg 99, Bim-Bfl-1 -9, RGS7-Gao 100, Bim-Bcl-2 -10, Bim-Bcl-XL -1, ABCB1 block -0.2, Bim-Bcl-W -1, Bcl-B Bim block -12, ABCG2 block -1 and RGS4-Gao reg 99.
